Source: PubChem BioAssay (NCI)
NCI-60 one-dose screen, 48 h, at 10 µM unless noted. Numbers give growth in % (100 = growth as untreated, 0 = no growth, -100 = all killed).
UACC-62: UACC-62 melanoma. AID 1794756. hit rate 5.4% among 81,000
CCRF-CEM: CCRF-CEM leukemia; hit rate 7% among 77,000; AID 1794778
A549/ATCC: A549/ATCC NSCLC | hit rate 3.7% among 81,000
EKVX: EKVX NSCLC. hit rate 3% among 71,000. AID 1794765
M14: M14 melanoma | AID 1794745 | hit rate 6.2% among 80,000
HOP-62: HOP-62 NSCLC. hit rate 3.9% among 80,000
RPMI-8226: RPMI-8226 leukemia cells; hit rate 7.5% among 77,000
HOP-92: HOP-92 NSCLC cells | hit rate 6.3% among 71,000 | AID 1794738
Active calls of the source: *; · = not tested or not shown; & = joins results of further samples. How the source made its calls: active means growth percent below 10; inactive means the rest. The order is random; 12% or so of the library scored in one or more.

nr	smiles	RPMI-8226	A549/ATCC	UACC-62	EKVX
1	S=c1nc(-c2ccc(Br)cc2)cc(-c2cn(-c3ccccc3)nc2-c2ccc(OCc3ccccc3)cc2)[nH]1	97	103	·	107
2	COC(=O)C1=C(C(=O)c2cccc(OC)c2OC)C(c2c(F)cccc2Cl)C(C#N)=C(N)O1 (configuration not stated)	109	98	·	97
3	CCOC(=O)c1sc(NCC(=O)Nc2ccc(Cl)cc2)c(C(=O)OCC)c1C	78	98	96	74
4	CN1C(=O)C2(Nc3cc(Cl)ccc3S2)c2cc(Cl)ccc21 (configuration not stated)	80	97	70	79
5	O=c1nc2c(-c3nc4ccccc4s3)n[nH]n2c2ccsc12	73	78	68	70
6	O=c1[nH]cc(CCc2ccccc2)c(=O)[nH]1	96	101	108	·
7	O=C(COc1ccccc1)c1ccccc1	107	100	95	109
8	COc1ccc([C@@H]2C(=O)N(c3cc(OC)c(OC)c(OC)c3)[C@H]2c2ccc(OC)c(O)c2)cc1	13	29	29	48
9	Cn1cc(/C=C(\C#N)C(=O)Nc2ncc(Cc3cccc(Cl)c3Cl)s2)c2ccccc21	92	91	76	89
10	O=S(=O)(NCCNc1cc(-c2cn(-c3ccccc3)nc2-c2cccc(O)c2)ccn1)c1ccc(F)cc1	9.5*	27	·	56
11	O=S1(=O)C=CCC1	98	82	115	·
12	NC(CCc1nc2ccccc2c(=O)[nH]1)C(=O)O (configuration not stated)	101	105	100	100

nr	M14	HOP-62	CCRF-CEM	HOP-92
1	98	101	95	90
2	102	97	113	104
3	99	110	69	86
4	102	101	72	72
5	75	73	61	83
6	103	99	96	80
7	102	105	·	85
8	13	31	21	25
9	85	98	87	69
10	14	48	5.9*	36
11	104	97	93	73
12	105	103	103	108

(further entries)
nr	smiles	RPMI-8226	A549/ATCC	UACC-62	EKVX
13	COc1ccc(-c2nn(CC(=O)N3CCCCC3)c3ncnc(N)c23)cc1	98	98	75	90
14	CCN(CC)CCN(CCN(CC)CC)c1ccccc1	103	93	89	97
15	Clc1ccc(CSc2ncnc(SCc3ccc(Cl)cc3Cl)c2Cl)c(Cl)c1	·	92	108	121
16	COc1ccc(-c2nc(SCC(=O)c3ccccc3)[nH]c(=O)c2C#N)cc1	100	88	85	102
17	O=C(O)CN1CSC(=S)N(CC(=O)O)C1	·	86	98	102
18	CN1CCCN(Cc2ccc(C(=O)Nc3cccc(Nc4ccc5cc(O)ccc5n4)c3)cc2C(F)(F)F)CC1	-21*	65	88	71
19	COc1ccc(NC(=O)Cc2nc3nc4sc(C)c(C)c4c(=O)n3[nH]2)cc1	90	91	107	93
20	CC(=O)O[C@H]1C[C@@]2(C)[C@@H](C[C@@H](O)[C@H]3[C@@]4(C)CC[C@H](NCCCNCCCCNCCCN)[C@@H](C)[C@@H]4CC[C@@]32C)/C1=C(\CCC=C(C)C)C(=O)O	61	87	63	78
21	O=C1/C(=C/c2coc3ccccc3c2=O)N=C(c2ccc(Cl)cc2)N1c1ccc(S(=O)(=O)Nc2nccs2)cc1	97	93	·	·
22	O=C(N/N=C\c1ccccc1C(=O)O)C(=O)N/N=C\c1ccccc1C(=O)O	94&101	96	100&91	103&110
23	CCCN(c1ccc(Cl)cc1)c1nc(-c2ccc(Br)cc2)cs1	97	109	93	80
24	Nc1nc(N)c2cc(CNc3ccc(Cl)c(Cl)c3)ccc2n1	-32*	18	21	31

nr	M14	HOP-62	CCRF-CEM	HOP-92
13	95	92	102	65
14	82	99	93	67
15	·	100	129	77
16	97	94	100	84
17	·	111	102	99
18	47	96	-9.6*	53
19	103	107	90	·
20	74	68	94	83
21	96	98	99	·
22	100&91	96&93	87&112	101&75
23	101	94	100	94
24	-70*	43	2.8*	-5.1*

Next records follow.
nr	smiles	RPMI-8226	A549/ATCC	UACC-62	EKVX
25	CCCCn1c(=O)c(/C=C/C(=O)/C=C(O)/C=C/c2cc3cc(Cl)ccc3n(CCCC)c2=O)cc2cc(Cl)ccc21	·	100	96	107
26	COc1ccc(-c2nc(C(=O)Nc3ccccc3OC)nn2-c2cccc3ccccc23)cc1	73	74	72	63
27	Fc1ccc(CSc2nnc(-c3cccnc3)o2)cc1	103	90	103	109
28	NS(=O)(=O)c1ccc(NCc2nc3ccccc3c(=O)[nH]2)cc1	94	100	99	·
29	COc1ccc(OCC(=O)Nc2ccc(-c3nc4ccccc4s3)c(Cl)c2)cc1	81	97	84	70
30	CCOC(=O)C1CC1C#N (configuration not stated)	105	101	111	·
31	CCOC(=O)c1cc2c(n1C)-c1oncc1CCC2	81	100	92	·
32	Nc1ccc(F)c(F)c1	99	104	101	94
33	CCCSc1ccc2nc(NC(=O)OC)[nH]c2c1	14	17	28	58
34	COc1ccc(C(=O)COc2ccc(/C=C3\Cc4ccccc4C3=O)cc2)cc1	88	93	91	99
35	C/C(CCC(=O)O)=N\Nc1ccc([N+](=O)[O-])cc1[N+](=O)[O-]	95	84	75	102
36	Cc1ccc(S(=O)(=O)N(C(=S)OCCN2C(=O)c3ccccc3C2=O)c2c(F)cccc2F)cc1	126	95	75	94

nr	M14	HOP-62	CCRF-CEM	HOP-92
25	98	81	93	·
26	75	65	90	73
27	94	99	98	104
28	100	93	95	88
29	101	86	89	69
30	97	100	97	102
31	107	102	92	·
32	104	94	100	85
33	0.5*	35	11	34
34	105	97	95	86
35	100	80	60	·
36	103	101	75	89

Continuation.
nr	smiles	RPMI-8226	A549/ATCC	UACC-62	EKVX
37	CC(C)(C)c1ccc(C(=O)Nc2sc3c(c2C(N)=O)CCC(O)C3)cc1 (configuration not stated)	16	40	39	63
38	Nc1ccc(S(=O)(=O)N/N=C/C=C/c2ccccc2[N+](=O)[O-])cc1	96	97	99	99
39	O=C(O)C(Br)C(Br)c1cccc(Cl)c1 (configuration not stated)	104	89	107	103
40	CC1(C)[C@H](CC(=O)O)C[C@@H]1N	105	105	99	107
41	N#Cc1c(-c2ccc(Br)cc2)cc(-c2c[nH]c3ccccc23)nc1N	34	42	65	52
42	O=C1Nc2cc(Cl)ccc2/C1=C\c1ccc(OCc2ccc(F)cc2)cc1	89	101	84	83
43	COc1cccc(-c2nc3occn3c2-c2ccnc(NCCCNS(=O)(=O)c3ccc(C)cc3)n2)c1	85	97	57	86
44	O=C1c2ccccc2NC(c2cn(-c3ccccc3)nc2-c2cccnc2)N1Cc1ccccc1 (configuration not stated)	77	102	·	81
45	COc1cc(C)cc2oc3oc(=O)c(-c4nc5ccccc5s4)cc3c(=O)c12	94	109	68	105
46	CN(C)C(c1ccccc1)C(c1ccccc1)c1ccccc1 (configuration not stated)	117	99	96	93
47	COc1ccc(-c2cc(Nc3ccnc(N4CCOCC4)n3)on2)cc1	25	30	61	51
48	COc1ccc2nc(C)cc(SCc3nccc(OCC(F)(F)F)c3C)c2c1	61	78	61	56

nr	M14	HOP-62	CCRF-CEM	HOP-92
37	-3.4*	63	53	·
38	96	86	88	·
39	99	94	99	96
40	100	102	100	81
41	45	42	34	44
42	102	102	96	96
43	65	117	92	107
44	106	111	92	93
45	99	92	107	76
46	89	103	·	106
47	27	41	17	75
48	·	97	79	90

(listing goes on)
nr	smiles	RPMI-8226	A549/ATCC	UACC-62	EKVX
49	CC[N+](C)(CC)CCOC(C)=O	101	90	101	·
50	COc1ccc2ccccc2c1/C=N/N1CCCCC1	91	96	89	94
51	Cc1nn(-c2nc3ccccc3[nH]2)c2c1C(c1ccc(OCC(N)=O)cc1)CC(=O)N2 (configuration not stated)	126	109	98	97
52	O=C1OC(=O)c2ccc3c4c(ccc1c24)C(=O)OC3=O	91	103	100	·
53	CCOC(=O)C(CC)C(O)c1ccccc1 (configuration not stated)	86	96	110	112
54	O=C(CSc1nc2sc3c(c2c(=O)[nH]1)CCCC3)NCCO	104	93	102	104
55	Cc1cc(C)c(-n2cnc3c(=O)[nH]c(N)nc32)cc1C	106	106	103	96
56	O=C(Nc1ccc(S(=O)(=O)N2CCOCC2)cc1)C(Cl)Cl	102	97	93	102
57	COc1ccc(C(=O)C2=CC(=O)C(=O)C2)cc1OC	99	106	·	·
58	CCOC(=O)/C(O)=C(\C#N)c1ccc(C)cc1	107	102	104	116
59	CN(C)CCN(Cc1ccco1)c1ccccn1	112&111	88&102	105&93	105&109
60	O=C1c2ccccc2C(=O)N1CCCN1C(=O)c2ccccc2C1=O	96	111	107	105

nr	M14	HOP-62	CCRF-CEM	HOP-92
49	103	101	88	87
50	108	101	97	68
51	80	100	23	105
52	102	93	88	82
53	109	108	32	90
54	106	102	·	58
55	104	99	100	80
56	108	114	97	116
57	107	94	95	96
58	110	120	95	81
59	96&103	104&110	106&106	96&92
60	106	105	86	·

(list continues)
nr	smiles	RPMI-8226	A549/ATCC	UACC-62	EKVX
61	CC(=O)N1N=C(c2cc3ccccc3oc2=O)CC1c1cn(-c2ccccc2)nc1-c1ccc(C)cc1 (configuration not stated)	102	97	95	98
62	O=C(Nc1ccc2oc(=O)ccc2c1)Nc1ccc(F)cc1F	120	102	91	93
63	c1ccc(CNn2nnc3ccccc32)cc1	111	100	106	95
64	O=C(O)CCC(=O)Nc1ccccc1C(F)(F)F	92	·	105	·
65	COc1ccc(C(=N)c2ccc(N(C)C)cc2)cc1	60	90	73	80
66	CCC/C(=C\c1ccc(O)c(O)c1)C(=O)NC(Cc1ccccc1)C(=O)C(=O)NCCc1ccc(OC)cc1 (configuration not stated)	65	99	93	87
67	CNC(=O)c1cc(Oc2cccc3nc(NC(=O)Nc4ccc(F)cc4)ccc23)ccn1	107	105	·	94
68	CCCCCC(=O)OCCC	97	94	102	·
69	CCN(CC)c1ccc(N=C2C=CC(=O)C=C2NC(C)=O)cc1	90	100	93	106
70	CC(=O)OCc1cc(Cl)ccc1OC(C)=O	104	90	103	100
71	COC1OC2COC(c3ccccc3)OC2C2OC(c3ccccc3)OC12 (configuration not stated)	91	92	92	89
72	Cc1ccc(-c2cc(C(F)(F)F)nn2-c2ccc(S(N)(=O)=O)cc2)cc1	75	88	86	68

nr	M14	HOP-62	CCRF-CEM	HOP-92
61	101	93	102	105
62	109	133	108	112
63	104	106	92	101
64	102	95	·	·
65	67	93	84	46
66	87	105	49	87
67	98	72	105	106
68	107	108	·	75
69	109	107	88	104
70	102	103	95	102
71	86	97	97	68
72	96	97	101	·

More entries:
nr	smiles	RPMI-8226	A549/ATCC	UACC-62	EKVX
73	COc1ccc(/C=C/C(=O)OCCN2CCOCC2)cc1	102	77	·	93
74	CN1CCN(CCNC(=O)Nc2ncccc2OCc2ccccc2)CC1	92	103	99	104
75	CC(=O)/C(=C\c1c(-c2ccccc2)[nH]c2ccccc12)S(C)(=O)=O	-32*	43	18	50
76	CN(C)/C=C1\CC(C(=O)NCc2ccc(Cl)cc2Cl)N(c2cccs2)C1=O (configuration not stated)	88	82	92	104
77	C=CC(=O)N1CCN(c2cccc(Oc3nccc(Nc4nnc(-c5ccc(Br)cc5)s4)n3)c2)CC1	50	47	37	94

nr	M14	HOP-62	CCRF-CEM	HOP-92
73	·	86	106	·
74	96	97	87	92
75	3.0*	50	1.7*	42
76	97	69	95	92
77	45	62	69	88

Record cards, from the list above. Order of values: RPMI-8226 | A549/ATCC | UACC-62 | EKVX | M14 | HOP-62 | CCRF-CEM | HOP-92
N#Cc1c(-c2ccc(Br)cc2)cc(-c2c[nH]c3ccccc23)nc1N in the list: 34 | 42 | 65 | 52 | 45 | 42 | 34 | 44
O=C(COc1ccccc1)c1ccccc1 in the list: 107 | 100 | 95 | 109 | 102 | 105 | · | 85

Molecules above with an aryl methoxy group, in the order listed:
nr	smiles	RPMI-8226	A549/ATCC	UACC-62	EKVX
2	COC(=O)C1=C(C(=O)c2cccc(OC)c2OC)C(c2c(F)cccc2Cl)C(C#N)=C(N)O1 (configuration not stated)	109	98	·	97
8	COc1ccc([C@@H]2C(=O)N(c3cc(OC)c(OC)c(OC)c3)[C@H]2c2ccc(OC)c(O)c2)cc1	13	29	29	48
13	COc1ccc(-c2nn(CC(=O)N3CCCCC3)c3ncnc(N)c23)cc1	98	98	75	90
16	COc1ccc(-c2nc(SCC(=O)c3ccccc3)[nH]c(=O)c2C#N)cc1	100	88	85	102
19	COc1ccc(NC(=O)Cc2nc3nc4sc(C)c(C)c4c(=O)n3[nH]2)cc1	90	91	107	93
26	COc1ccc(-c2nc(C(=O)Nc3ccccc3OC)nn2-c2cccc3ccccc23)cc1	73	74	72	63
29	COc1ccc(OCC(=O)Nc2ccc(-c3nc4ccccc4s3)c(Cl)c2)cc1	81	97	84	70
34	COc1ccc(C(=O)COc2ccc(/C=C3\Cc4ccccc4C3=O)cc2)cc1	88	93	91	99
43	COc1cccc(-c2nc3occn3c2-c2ccnc(NCCCNS(=O)(=O)c3ccc(C)cc3)n2)c1	85	97	57	86
45	COc1cc(C)cc2oc3oc(=O)c(-c4nc5ccccc5s4)cc3c(=O)c12	94	109	68	105
47	COc1ccc(-c2cc(Nc3ccnc(N4CCOCC4)n3)on2)cc1	25	30	61	51
48	COc1ccc2nc(C)cc(SCc3nccc(OCC(F)(F)F)c3C)c2c1	61	78	61	56
50	COc1ccc2ccccc2c1/C=N/N1CCCCC1	91	96	89	94
57	COc1ccc(C(=O)C2=CC(=O)C(=O)C2)cc1OC	99	106	·	·

nr	M14	HOP-62	CCRF-CEM	HOP-92
2	102	97	113	104
8	13	31	21	25
13	95	92	102	65
16	97	94	100	84
19	103	107	90	·
26	75	65	90	73
29	101	86	89	69
34	105	97	95	86
43	65	117	92	107
45	99	92	107	76
47	27	41	17	75
48	·	97	79	90
50	108	101	97	68
57	107	94	95	96

nr	smiles	RPMI-8226	A549/ATCC	UACC-62	EKVX
65	COc1ccc(C(=N)c2ccc(N(C)C)cc2)cc1	60	90	73	80
66	CCC/C(=C\c1ccc(O)c(O)c1)C(=O)NC(Cc1ccccc1)C(=O)C(=O)NCCc1ccc(OC)cc1 (configuration not stated)	65	99	93	87
73	COc1ccc(/C=C/C(=O)OCCN2CCOCC2)cc1	102	77	·	93

nr	M14	HOP-62	CCRF-CEM	HOP-92
65	67	93	84	46
66	87	105	49	87
73	·	86	106	·
